Bioassay records: PubChem BioAssay, Sanford-Burnham Center for Chemical Genomics
MPTP inh – blocks calcium-induced mitochondrial swelling. 1.4% of 360,000 active. inhibition, % at 10 µM. isolated mouse mitochondria, Ca2+ swelling absorbance, 30 min;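 active means inhibition of 50% or more, scaled per plate between neutral and stimulator controls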;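 further: 0% = DMSO wells given calcium and 100% = 1 mM EGTA wells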
MIN6 prolif – inducers of beta-cell replication in MIN6 cells. MIN6 cells proliferation, ATPlite luminescence, 48 h; cells starved in 0.2% serum; 100% = growth in 10% serum. proliferation, % at 10 µM. 0.29% of 330,000 active. AID 2380;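 active means compounds whose signal lies at least 3.5 SD above the mean of all wells on their plate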;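 further: 0% = DMSO-treated cells in low-serum medium and 100% = 10% serum control; some compounds called inactive have numbers as strong as hits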
APJ antagonist – APJ receptor antagonism; P35414; 0.32% of 330,000 active; AID 2521; CHO-K1 APJ beta-arrestin complementation, luminescence; inhibition, % at 20 µM;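 active means inhibition above about 40% at 20 µM, limit read from the data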;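 further: cells challenged with 10 nM apelin-13 agonist together with compound; plate controls were apelin-13 plus DMSO wells for no effect and DMSO wells lacking apelin-13 for full effect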
Target sequence (P35414 whole entry, looked up): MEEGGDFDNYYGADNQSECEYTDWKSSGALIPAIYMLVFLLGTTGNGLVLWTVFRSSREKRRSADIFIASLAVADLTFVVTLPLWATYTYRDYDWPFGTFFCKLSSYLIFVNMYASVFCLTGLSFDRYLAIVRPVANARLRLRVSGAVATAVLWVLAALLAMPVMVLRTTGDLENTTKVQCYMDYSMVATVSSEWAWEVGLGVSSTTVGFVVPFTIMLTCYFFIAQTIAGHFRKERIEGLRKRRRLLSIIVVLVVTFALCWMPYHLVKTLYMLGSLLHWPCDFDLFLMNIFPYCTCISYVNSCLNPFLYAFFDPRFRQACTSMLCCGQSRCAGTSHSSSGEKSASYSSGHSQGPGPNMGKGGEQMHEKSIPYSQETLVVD
NALP3 yeast inh – inhibitors of NALP3 inflammasome in yeast; Yeast reconstituted NLRP3/ASC/caspase-1, beta-gal luminescence, 24 h; inhibition, % at 10 µM; 0.39% of 330,000 active; AID 2825;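 active means inhibition of 50% or more; inactive means inhibition below 50%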;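 further: plate controls were induced DMSO wells for no effect and uninduced yeast grown without galactose for full effect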
NR3A LBD binder – modulators (binders) of human NR3A ligand-binding domain. NR3A LBD differential scanning fluorimetry, Tm shift; 0% = protein alone, 100% = glycine-bound protein. Tm shift relative to glycine control, % at 25 µM. AID 1259313. 2.5% of 340,000 active;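 active means melting temperature shift of at least 10% of the positive control shift, at one fixed dose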
TIM10 inh – TIM10 yeast growth inhibition. AID 463195. inhibition, % at 10 µM. S. cerevisiae TIM10 strain growth, BacTiter-Glo luminescence, 24 h. 1.4% of 330,000 active;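 active means inhibition of 40% or more at the single tested concentration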;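 further: wild-type TIM10 isogenic control strain grown at permissive 25 °C; 0% = DMSO yeast wells and 100% = minimal medium wells without yeast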
tim23-1 inh – tim23-1 yeast growth inhibition. 1.3% of 330,000 active. inhibition, % at 20 µM. S. cerevisiae tim23-1 growth, BacTiter-Glo luminescence, 24 h;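 active means growth inhibition of the mutant yeast at or above 50%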;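 further: temperature-sensitive mutant grown at 25 °C; plate controls were DMSO-treated mutant yeast for no effect and medium wells lacking yeast for full effect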
APJ agonist – activates the human apelin receptor APJ; CHO-K1 APJ PathHunter beta-arrestin, luminescence; 0% DMSO wells, 100% apelin; AID 2520; P35414; 0.11% of 330,000 active; activation, % at 20 µM;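 active means activation more than six SD over the plate average, tested at 20 µM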;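 further: 0% = DMSO alone and 100% = apelin-13 at 10 nM; some results filed as inactive read as strong as hits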
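Assay system: engineered CHO-K1 APJ arrestin reporter cells; Amount: 1000 CHO-K1 reporter cells seeded per well; Dosing: one dose, 20 µM compound, 1% DMSO; Times: compound stimulation 90 min at 25 °C, detection 60 min; Measured by: luminescent beta-gal fragment complementation, chemiluminescent substrate; Read-out: APJ–arrestin association signal; Controls: DMSO vs Apelin-13 10 nM.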
tim10-1 inh – inhibits growth of tim10-1 mutant yeast. inhibition, % at 20 µM. 2.2% of 330,000 active. S. cerevisiae tim10-1 ts strain growth, BacTiter-Glo, 24 h;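 active means inhibition of at least 40%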;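 further: mutant grown at 25 °C; 0% = DMSO wells with yeast and 100% = wells holding no yeast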
The depositor's hits bear a star; nt = no result given.

molecule,tim23-1 inh,MIN6 prolif,tim10-1 inh,TIM10 inh,APJ antagonist,NALP3 yeast inh,NR3A LBD binder,MPTP inh,APJ agonist
Cc1ccc(S(=O)(=O)N2CCCCC2C(=O)NCc2ccco2)cc1 (stereo not drawn),11,-2,27,-9,-2,-1,-1,3.7,-1
COc1cccc(-n2nnc3c(=O)n(CC(=O)N4CCC(Cc5ccccc5)CC4)cnc32)c1,12,-6,9,-6,4,-3,2,0.7,-6
CCOC1OC(=O)C(Cl)=C1Nc1cc(C)ccc1C (stereo not drawn),10,1,19,2,13,9,-1,1.2,-1
COC(=O)c1ccccc1NC(=O)C(=O)NCC1CCCO1 (stereo not drawn),10,-2,15,2,6,-5,-6,0.1,-3
COc1ccc(Br)cc1CN(C)CC(=O)Nc1cccc(S(N)(=O)=O)c1,8,0,-9,-16,6,-17,-1,-0.1,1
O=C1C(=O)N(CCO)C(c2ccc(Br)cc2)/C1=C(\O)c1ccccc1 (stereo not drawn),-4,-1,1,-15,3,10,2,0.4,-1
O=C(O)CC1(CC(=O)Nc2ccc3ccccc3n2)CCCCC1,6,1,3,12,4,12,1,1.7,-3
CCOC(=O)CN1C(=O)C(Sc2n[nH]c(-c3ccc(O)cc3)n2)CCc2ccccc21 (stereo not drawn),8,-1,13,5,3,11,-5,-1.4,4
Cc1ccc(CS(=O)(=O)CC(C)(O)c2ccc(Cl)cc2)cc1 (stereo not drawn),-5,1,8,-12,-6,7,1,0.3,-1
O=C(O)C1Cc2c([nH]c3ccccc23)C(c2ccc3c(c2)OCO3)N1 (stereo not drawn),4,-4,4,0,9,9,-4,0.9,3
Cc1ccc(C)c(OCCn2c(=O)c3c(ncn3C3CCCC3)n(Cc3ccccc3)c2=O)c1,17,-6,23,25,10,5,-1,1.5,-1
CCOc1ccc(-c2nnc3ccc(SCC(=O)Nc4cc(C)on4)nn23)cc1,2,0,18,7,10,-1,0,1.2,-3
Cc1cccc(-c2nnc(SCc3ccccc3)o2)c1,17,-1,24,-7,1,17,2,-0.4,-2
O=C(Nc1cccc(Br)c1)c1cccc(OC(=S)N2CCOCC2)c1,27,-3,7,23,9,18,-6,0.8,1
CCOC(=O)N1CCN(C(=O)CN(c2cccc(C)c2)S(=O)(=O)c2ccccc2)CC1,15,-1,25,17,11,4,0,0.0,-3
COC(=O)[C@@H](Cc1c[nH]c2ccccc12)NC(=O)CNC(=O)c1ccccc1OC,9,1,0,-7,5,8,-2,-0.2,-1
O=C(O)c1cc(C(F)(F)F)nc2ccccc12,10,2,-1,9,-15,3,-1,-2.0,2
CCNC(=O)CC1SC(=Nc2ccc(C)cc2)NC1=O (stereo not drawn),2,-1,5,-3,-9,3,-1,0.5,-1
COc1ccc(CNC(=O)[C@@H]2CC=C[C@@H]3CCN(Cc4ccc(Cl)c(Cl)c4)C(=O)[C@@H]32)cc1,23,-6,40,26,0,21,-7,-0.7,-3
Cc1ccccc1OCCn1cc(/C=C(\C#N)C(=O)NCc2ccco2)c2ccccc21,-16,-5,0,3,8,-1,-8,2.3,-3
Cc1cccc(C)c1NC(=O)c1cccc(COc2cc(Cl)ccc2Cl)c1,10,3,-3,-6,-5,2,-2,16,-3
COc1cc(N)c(Cl)cc1C(=O)OCC(=O)N1c2ccccc2NC(=O)C1(C)C,7,-2,1,-6,4,7,1,0.1,3
O=C(CSc1nnc(-c2cccnc2)n1-c1ccccc1)N1CCN(c2ccc(F)cc2)CC1,12,0,17,11,6,2,1,-0.5,-1
Cc1ccc(NC(=O)CCC(=O)OC(C(=O)c2ccc(C)c(C)c2)c2ccccc2)c(C)c1 (stereo not drawn),3,-3,22,-1,9,-24,-6,17,-4
O=C1c2ccsc2SCCN1Cc1c(Cl)cccc1Cl,45,3,28,26,14,19,0,-2.5,-3
CCOC(=O)c1sc(NC(=O)C2CSC3(C)CCC(=O)N23)nc1C (stereo not drawn),12,0,8,-1,-8,14,6,-1.3,-2
Cc1ccc(NC(=O)c2ccc3c(c2)OCCO3)nc1,10,-7,1,4,-53,8,2,-1.6,1
Cc1onc(-c2ccccc2)c1CNS(=O)(=O)c1ccc(F)cc1F,8,0,13,7,15,14,2,3.5,-5
CC(C)CNC(=O)c1oc2ccccc2c1COc1ccccc1,22,-4,29,11,9,-4,-6,5.4,-5
Cc1cc(C)c(S(=O)(=O)N2CCCOC2CNC(=O)C(=O)NCc2cccs2)c(C)c1 (stereo not drawn),18,-1,10,8,-3,-7,-4,0.7,-2
Cc1ccc(NC(=S)NC2CCN(Cc3ccccc3)CC2)cc1,22,0,-16,8,-4,22,-7,3.1,0
COC(=O)COc1cc(=O)oc2ccc(NS(=O)(=O)c3ccccc3)cc12,12,-2,-5,6,8,10,-4,1.0,-3
Cc1ccc(CNC(=O)C2CCC(=O)N(CCc3cccc(F)c3)C2)cc1 (stereo not drawn),10,-2,-9,-2,3,13,-1,-1.6,-9
O=c1[nH]c2ccccc2nc1C(Cl)c1ccccc1 (stereo not drawn),5,-1,4,9,0,4,nt,nt,-3
Cc1ccc2nc(SCC(=O)Nc3ccccc3F)nc(=O)n2c1,3,2,-7,-4,11,8,1,-1.1,1
O=C(N/N=C/C=C/c1ccccc1)c1n[nH]c2c1CCC2,-7,-4,5,3,12,6,-10,-1.2,-2
Cc1cc2c(C)nc(N/N=C/c3ccccc3)nc2o1,-1,0,7,15,-10,20,-8,-0.8,2
CCOC(=O)CCCSc1nnc(CCCCCN2C(=O)c3cccc4cccc(c34)C2=O)o1,24,-2,20,8,6,5,2,2.1,-4
O=C(CCl)Nc1ccccc1Sc1ccc(Cl)cc1,10,-6,23,-11,3,21,-1,6.3,-2
CCOC(=O)C1=C(CC)Nc2ccccc2N=C1N,19,-2,14,7,-7,10,-3,1.2,0
CCOc1ccc(C(=O)NC2CCN(CC(=O)NCc3ccccc3)CC2)cc1,-51,0,-5,-5,0,4,1,1.8,-2
Cn1nc(C(=O)NCC2CCCO2)c2ccccc2c1=O (stereo not drawn),15,-1,10,-13,-9,6,-1,-2.6,-3
O=C(CNC(=O)C1CCCCC1)OCc1cc(=O)oc2ccc3ccccc3c12,-2,0,14,25,1,15,-3,0.4,-3
COc1ccc(Cl)cc1N(CC(=O)Nc1ccccc1C(=O)N1CCOCC1)S(C)(=O)=O,4,1,8,6,-3,-3,2,1.7,2
CC(C)(C)C1CCC(OC(=O)c2ccncc2)CC1 (stereo not drawn),3,-2,-10,6,19,17,0,-1.0,0
CC(=NCc1ccco1)c1c(O)n(C2CCCCC2)c(=O)[nH]c1=O,26,-1,32,20,-37,12,1,-0.1,-4
COc1ccc(C(=O)NCc2nnc(SCC(=O)Nc3nc4ccc(C)cc4s3)o2)cc1OC,-25,0,-16,-7,-3,9,-1,-0.1,-2
CC(=O)Nc1cccc(NC(=O)CSc2nnc(Cc3cccn3C)n2CCc2ccccc2)c1,-2,0,15,-3,-9,-3,-1,0.0,-6
O=C(NCc1ccccc1Br)c1cccc2c1C(=O)c1ccc(N3CCOCC3)cc1S2(=O)=O,7,-7,-1,-5,2,22,nt,nt,3
Cc1c(N=C(N)/N=C(\N)Nc2ccccc2)c(=O)n(-c2ccccc2)n1C,2,2,11,8,-1,3,-10,-2.4,-2
COc1ccc2sc(N(CCCN(C)C)C(=O)c3ccc(S(=O)(=O)N(C)Cc4ccccc4)cc3)nc2c1,24,-8,40,20,-20,8,-4,78*,-4
O=C(COC(=O)CNC(=O)c1ccccc1F)Nc1cccnc1Cl,0,-1,4,-9,-20,10,-1,-0.3,-1
O=C(N[C@H]1C/C=C\C[C@@H](CC(=O)N(CCO)Cc2ccccc2)C(=O)NC[C@H](c2ccccc2)OC1=O)OCC1c2ccccc2-c2ccccc21,17,-6,10,1,20,25,-8,0.1,-4
CC(=O)Nc1cccc(C(=O)N(CCc2ccccc2)Cc2ccccc2)c1,16,5,9,17,19,15,-1,-0.9,-9
CNC(=O)c1[nH]cnc1C(=O)N[C@@H](CC(C)C)C(=O)OC(C)(C)C,26,0,16,0,-58,-2,4,-0.1,-5
COc1cc(CN2CC(=O)N(c3ccccc3Cl)C2=S)cc(OC)c1OC,27,-4,38,2,-45,12,-3,1.0,7
Nn1c(SCC(=O)Nc2cccc(S(N)(=O)=O)c2)nnc1C1CC1,-8,-2,6,5,-4,0,-2,-0.3,-2
COc1ccc(-n2c(C)c(C(C)=O)c(C(C)=O)c2C)cc1OC,10,-2,13,-7,-1,-11,-2,-11,-1
COc1cccc(CNCC(=O)N2C(C)CCCC2C)c1 (stereo not drawn),18,1,9,-5,13,3,3,-1.2,-6
COc1ccc(S(=O)(=O)N2CCC(C(=O)Nc3ccccc3C)CC2)c2cccnc12,5,-1,17,2,-1,-8,2,2.7,-5

Later entries.
molecule,tim23-1 inh,MIN6 prolif,tim10-1 inh,TIM10 inh,APJ antagonist,NALP3 yeast inh,NR3A LBD binder,MPTP inh,APJ agonist
Cc1ccc(C)c(S(=O)(=O)N2CCN(c3ncnc4sccc34)CC2)c1,48,-6,-20,4,11,17,-1,86*,2
COc1ccc(NC(=O)[C@@H](NC(N)=O)C(C)C)cc1Cl,-1,1,-5,7,-1,7,-1,-0.3,-3
c1ccc2cc(C3CCCCC3)ncc2c1,28,-2,-2,-13,3,15,1,-0.8,-3
Cn1c(CCNC(=O)c2ccccc2)nc2cc(NC(=O)C3CCCCC3)ccc21,2,-2,17,5,-6,1,0,0.3,-3
CCOC(=O)N1CCN(S(=O)(=O)c2cc(Br)cc3c2N(C(=O)C2CC2)CC3)CC1,38,-2,38,31,-10,14,-1,1.2,2
Cn1c(CNC(=O)CNC(=O)c2ccccc2F)cc(=O)n(C)c1=O,10,0,2,18,-3,9,-1,-2.8,11
O=S(=O)(NC1CC1)c1cccc(S(=O)(=O)N2CCCC2)c1,12,-2,9,3,10,-4,-1,-1.4,1
CC(C)(C)C(=O)N1CCN(C(=O)c2ccco2)CC1,7,2,7,-16,-3,21,1,0.3,1
CCn1cc(C(=O)OCc2cccc(Br)c2)c(=O)c2ccc(C)nc21,44,-5,32,21,-1,19,-1,5.3,-4
COc1ccccc1/C=C/C(=O)OCC(=O)NC1CCS(=O)(=O)C1 (stereo not drawn),5,-2,14,1,-2,24,0,0.3,-5
CN(C)S(=O)(=O)c1ccc(C(=O)Nc2nc(-c3ccccc3)c(C(=O)c3ccccc3)s2)cc1,14,0,11,-10,-15,4,22*,8.0,-1
COc1cc(NC(=O)Cn2cnc(S(=O)(=O)N3CCCCC3)c2)cc(OC)c1OC,-5,0,3,1,-26,7,4,-0.7,2
Cc1cccc(C)c1N(CC(O)Cn1c2ccccc2c2ccccc21)S(C)(=O)=O (stereo not drawn),21,-6,28,18,-2,6,7,1.4,-5
COC(=O)c1ccc(C(=O)OC)c(NC(=O)COC(=O)c2ccc(OC)c(OC)c2OC)c1,10,-1,9,15,0,20,-3,-0.6,-4
Cc1ccc(C(=O)NCCNC(=O)c2ccc(F)cc2)cn1,5,-3,9,-6,20,0,2,-0.4,-1
